MCF10A rerep: induces DNA re-replication in MCF 10a normal breast cells. MCF 10A DNA re-replication, Hoechst nuclear intensity, 48 h. Potency, µM (titrated, usually from 46.1 µM), inactives show at the highest dose activity, positive = re-replication, hits mostly activators. 2.9% of 350,000 active; also: potency is read from the fitted curve at half-maximal effect; % of control where 0% means no effect; nearly all actives have a fitted effect of over 50% in size
HT1080 IDH1KD tx: HT-1080 IDH1 knockdown cell toxicity (counter line); HT-1080 IDH1 knockdown viability, ATP luminescence, 48 h; Potency, µM (titrated, usually from 46.1 µM), for inactives: at the highest dose activity, negative = toxicity, most hits filed as cytotoxic; 2% of 360,000 active; AID 686971;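 also: potency is read from the fitted curve at half-maximal effect; 0% = DMSO wells and -100% = cell-free medium wells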
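Cytotoxicity counter-line: IDH1KD HT-1080, 48 h, CellTiter-Glo. Curves classed by r2, magnitude and activity.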
HT1080-NT tox: kills 2HG-producing HT-1080-NT fibrosarcoma cells. HT-1080-NT fibrosarcoma viability, CellTiter-Glo ATP luminescence, 48 h. Potency, µM (series often up to 46.1 µM), inactives show top-dose activity, negative = less viability, hits mostly cytotoxic. 1.6% of 360,000 active;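 also: NT is the 2HG producing partner of a matched IDH1 knockdown line; potency is read from the fitted curve at half-maximal effect; 0% = DMSO-treated cells and -100% = media-only wells without cells; nearly all actives have a fitted effect of over 55% in size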
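750 cells/well, RPMI + 5% FBS; 2 h settle, compound pin-transfer, 48 h at 37 degrees C. CellTiter-Glo 10 min RT, luminescence. Normalized to DMSO and media-only wells.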
IL-1B inflam inh: inflammasome signaling inhibition, IL-1 beta readout; THP-1 LPS/ATP IL-1B secretion, AlphaLISA, 16 h; hits give low values; activity change, % at 57.5 µM; 4.7% of 360,000 active; AID 743279; in the data active = activity change below about -50%; inconclusive = mostly about -30% to -49%; also: % is scaled to controls: 0 for no effect and ±100 for the full control effect
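THP-1 cells pretreated 1 hr with compounds (up to 57.5 uM final), then stimulated with LPS (250 ng/mL final) plus ATP (1.25 mM final); secreted IL-1B measured by AlphaLISA after 16 hr, decreased signal indicating inhibition.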
HEK293 tox: cytotoxicity counter-screen for GLP-1 receptor inverse agonists | HEK293 cAMP-luciferase reporter cells, luminescence, 24 h | Potency, µM (doses to about 38.3 µM), for inactives: at the highest dose activity change, negative = inhibition, hits mostly inhibitors | 0.13% of 410,000 active | AID 624418;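 also: loss of luciferase light is scored as toxicity; potency is read from the fitted curve at half-maximal effect; % is scaled to controls: 0 for no effect and ±100 for the full control effect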
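Here, cytotoxicity is scored as loss of luminescence. The MLSMR collection was tested on cells seeded in medium containing 10% Nu serum, with a 24 hr compound exposure preceded by 12 hours of culture.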
DRD3 agonist: activates the human D3 dopamine receptor; P35462; max activation, %; D3R DiscoveRx beta-arrestin cells, luminescence, 90 min; 0.58% of 410,000 active; in the data active = max activation above about 30%; also: 0% is about no effect; mostly tested at two doses, the higher about 12 µM
Target sequence (P35462 whole entry, looked up): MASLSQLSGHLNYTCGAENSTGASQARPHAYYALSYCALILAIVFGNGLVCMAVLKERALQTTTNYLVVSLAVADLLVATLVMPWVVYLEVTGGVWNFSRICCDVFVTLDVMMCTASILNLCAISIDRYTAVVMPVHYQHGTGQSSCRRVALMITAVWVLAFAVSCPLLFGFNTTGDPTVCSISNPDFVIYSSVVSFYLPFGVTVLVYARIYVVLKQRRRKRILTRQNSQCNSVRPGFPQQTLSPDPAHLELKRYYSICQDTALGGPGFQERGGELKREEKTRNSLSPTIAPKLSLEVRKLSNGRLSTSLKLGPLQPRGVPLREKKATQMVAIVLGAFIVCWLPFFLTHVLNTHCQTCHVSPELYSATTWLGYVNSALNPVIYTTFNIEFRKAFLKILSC
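Agonist-mode cell screen: cells plated at 1500/well and incubated overnight at 37 °C, then exposed to library compounds for 90 min at 37 °C. Detection reagent was added for 30–60 min at room temperature, and luminescence was read.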
KB-3-1 tox: KB-3-1 parental cell cytotoxicity | KB-3-1 viability, CellTiter-Glo ATP luminescence, 72 h | Potency, µM (doses to about 46.1 µM), without a hit: top-dose activity change, negative = cytotoxic, most hits filed as cytotoxic | 1.4% of 400,000 active; also: potency is read from the fitted curve at half-maximal effect; % is scaled to controls: 0 for no effect and ±100 for the full control effect; nearly all actives have a fitted effect of over 60% in size
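Multi-concentration cytotoxicity screen in KB-3-1 cells grown in DMEM lacking phenol red with 10% FBS. After 72 h at 37 °C with compound, ATP-dependent luminescence was recorded.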
KB-V1 cytotox: kills drug-selected multidrug resistant KB-V1 cells | KB-V1 MDR cells viability, CellTiter-Glo, 72 h | 3.4% of 400,000 active | Potency, µM (highest dose often 46.1 µM), for inactives: at the highest dose activity change, negative = cytotoxicity, actives largely listed as cytotoxic; also: potency is read from the fitted curve at half-maximal effect; % is scaled to controls: 0 for no effect and ±100 for the full control effect; nearly all actives have a fitted effect of over 60% in size
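KB-V1, DMEM (no phenol red) + 10% FBS; cpd pin-transferred, titration series; 72 h, 37 degrees C; CellTiter-Glo, luminescence. Data normalized, curve-fit.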
SW480 rerep: DNA re-replication induction in SW480 cells. SW480 DNA re-replication, Hoechst DNA content imaging, 48 h. Potency, µM (highest dose often 46.1 µM), without a hit: top-dose re-replication activation, actives largely listed as activators. 1.8% of 340,000 active; also: potency is read from the fitted curve at half-maximal effect; % of control where 0% means no effect; nearly all actives have a fitted effect of over 55% in size
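Quantitative HTS format with DMSO vehicle controls; 48 hr drug incubation at 37 C, then 40 min Hoechst staining and scanning imager measurement at 405 nm excitation.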
* = called active by the depositor; ? = inconclusive; · = not tested or not shown; [ ] = dose if it differs, or a comment. Unless noted, calls follow the shape of the dose curve; as a rule, active = well fitted curve in the direction sought with a large enough effect; inconclusive = small, poorly fitted or top-dose-only effect, or another doubt; inactive = no such curve, though single readings can be large; an effect the other way counts as inactive or inconclusive.

SMILES	MCF10A rerep	HT1080 IDH1KD tx	HT1080-NT tox	IL-1B inflam inh	HEK293 tox	DRD3 agonist	KB-3-1 tox	KB-V1 cytotox	SW480 rerep
O=C(Nc1ccc(Cl)cc1)c1ccco1	2.0%	-0.6%	2.6%	-6.0	-2.1%	5.0	-6.1%	0.0%	-5.2%
COc1ccc(/C=C/C(=O)N(c2ccccn2)C2CCCCC2)cc1OC	-2.9%	-0.7%	21.1%	-22.9	4.5%	-1.3	-0.3%	0.0%	-13.0%
COc1cc(/C=N/Nc2nc3c(c(=O)n(C)c(=O)n3C)n2Cc2ccccc2)ccc1OC(=O)c1ccco1	?	0.9%	0.2%	?	-22.5%	65.6*	?	9.2µM*	?
CC(C)(C)c1ccc(C(=O)Nc2ccccc2NC(=O)c2ccco2)cc1	?	?	?	-54.4*	-17.7%	-9.2	?	?	0.0%[9.22 µM]
CC(Oc1ccccc1)C(=O)Nc1ccc(S(=O)(=O)N2CCCC2)cc1 (stereo not drawn)	-5.6%	-4.6%	1.1%	-7.1	8.8%	-15.9	2.8%	-13.9%	5.4%
Cc1nc(N2CCN(Cc3ccccc3)CC2)nc2c1C(=O)CCC2	?	-1.8%	-1.9%	-11.0	-3.2%	-3.2	?	18.4µM*	0.0%
Cc1cccc(CCN(CC(=O)NC(C)(C)C)C(=O)c2csnn2)c1	5.6%	12.2%	20.4%	-12.0	-0.1%	-7.7	-7.3%	0.0%	10.9%
Cc1cc(NCCCn2ccnc2)n2nc(-c3ccc(F)cc3)cc2n1	0.6%	-24.4%	-8.0%	-60.5*	10.8%	-15.1	4.3%	?	-22.7%
O=C(c1ccccc1)c1nn(-c2cccc(Cl)c2)c2nc(-c3ccccc3)cc(=O)n12	-7.2%	0.9%	-0.3%	-13.2	10.8%	-7.3	?	4.11µM*	15.2%
O=C1c2nc3cc(-c4ccccc4)[nH]n3c(=O)c2CN1Cc1ccccc1	-1.1%	-1.1%	2.4%	9.3	4.3%	-1.5	5.1%	18.3%	-1.0%
O=C1CC/C=C\C[C@@H](CC(=O)N(CCO)Cc2ccccc2)C(=O)NCCO1	7.9%	2.6%	24.2%	-5.4	?	2.8	9.6%	12.6%	-5.9%
CCOc1ccc(C(=O)COC(=O)c2nn(CC)c(=O)c3ccccc23)cc1	0.2%	-17.2%	-5.0%	-7.0	1.8%	4.7	0.0%	-29.4%	-2.1%
Cc1ccc(NC(=O)N2CCC(NC(=O)c3ccccc3C)CC2)cc1	0.1%	-9.6%	-6.7%	-0.8	-5.4%	-4.4	7.7%	-1.6%	-7.1%
COc1cc2c(cc1OC)C(C(=O)N1CCCC1)C(c1ccccc1F)N(C)C2=O (stereo not drawn)	0.9%	5.3%	0.6%	0.7	16.6%	-0.2	-1.5%	6.3%	1.4%
Cc1c(CC(=O)NCC(=O)NCC(=O)O)c(=O)oc2c(C)c3oc4c(c3cc12)CCCC4	0.7%	3.6%	6.4%	-5.8	-5.6%	21.2	27.3%	20.6%	-11.1%
O=S(=O)(c1ccc(Cl)c(C(F)(F)F)c1)N1CCN(CC(O)COc2ccccc2F)CC1 (stereo not drawn)	20.8%	?	-27.1%	-23.8	1.0%	-11.9	-6.7%	?	1.1%
CCn1ccc2cc(S(=O)(=O)N3CCC(C(=O)NCCc4ccc(C)cc4)CC3)ccc21	·	·	·	·	3.5%	-1.6	-11.7%	-4.9%	·
CCOC(=O)c1cccc(NC(=O)CSc2nc3ccccc3c(=O)n2CCOC)c1	25.1%	-0.3%	3.6%	-3.3	-13.6%	3.8	5.5%	4.61µM*	-0.9%
O=[N+]([O-])c1ccc(C2CCCC/C2=N/OCc2ccccc2F)c([N+](=O)[O-])c1 (stereo not drawn)	10.4%	-7.0%[9.24 µM]	-11.8%	-5.8	-1.9%	-4.1	-22.9%	?	1.0%
CCCc1[nH]nc2c1C(c1ccc(OC(=O)c3ccco3)cc1)C(C#N)=C(N)O2 (stereo not drawn)	22.9%	18.4%	-10.2%	?	-14.1%	-23.5	-1.8%	1.8%	-4.2%
COc1ccc(C(=O)O/N=C(/C)c2cccs2)cc1	-1.3%	19.8%	18.5%	2.9	-1.4%	-6.6	-19.7%	18.0%	-4.4%
O=C(/C=C/c1ccco1)N(Cc1ccc(F)cc1)C1CCS(=O)(=O)C1 (stereo not drawn)	6.3%	3.5%	22.0%	-11.5	9.6%	-3.1	0.0%	4.8%	-1.0%
COc1ccc(C(=O)OCCN2CCOCC2)cc1OC	-7.7%	22.9%	14.3%	15.2	-2.7%	-0.3	17.0%	0.7%	-3.7%
COc1ccc([C@H]2C[C@@H](n3cc(-c4ccc(F)cc4)nn3)[C@H](O)CN2C(=O)c2cccs2)cc1	·	-0.6%	0.6%	-4.5	-16.1%	3.3	3.0%	9.1%	·

Among those listed so far, these contain an aryl methoxy group:
SMILES	MCF10A rerep	HT1080 IDH1KD tx	HT1080-NT tox	IL-1B inflam inh	HEK293 tox	DRD3 agonist	KB-3-1 tox	KB-V1 cytotox	SW480 rerep
COc1ccc(/C=C/C(=O)N(c2ccccn2)C2CCCCC2)cc1OC	-2.9%	-0.7%	21.1%	-22.9	4.5%	-1.3	-0.3%	0.0%	-13.0%
COc1cc(/C=N/Nc2nc3c(c(=O)n(C)c(=O)n3C)n2Cc2ccccc2)ccc1OC(=O)c1ccco1	?	0.9%	0.2%	?	-22.5%	65.6*	?	9.2µM*	?
COc1cc2c(cc1OC)C(C(=O)N1CCCC1)C(c1ccccc1F)N(C)C2=O (stereo not drawn)	0.9%	5.3%	0.6%	0.7	16.6%	-0.2	-1.5%	6.3%	1.4%
COc1ccc(C(=O)O/N=C(/C)c2cccs2)cc1	-1.3%	19.8%	18.5%	2.9	-1.4%	-6.6	-19.7%	18.0%	-4.4%
COc1ccc(C(=O)OCCN2CCOCC2)cc1OC	-7.7%	22.9%	14.3%	15.2	-2.7%	-0.3	17.0%	0.7%	-3.7%
COc1ccc([C@H]2C[C@@H](n3cc(-c4ccc(F)cc4)nn3)[C@H](O)CN2C(=O)c2cccs2)cc1	·	-0.6%	0.6%	-4.5	-16.1%	3.3	3.0%	9.1%	·

More records.
SMILES	MCF10A rerep	HT1080 IDH1KD tx	HT1080-NT tox	IL-1B inflam inh	HEK293 tox	DRD3 agonist	KB-3-1 tox	KB-V1 cytotox	SW480 rerep
NC(=O)CC(NC(=O)c1cccc(Br)c1)c1ccc(N2CCC(N3CCCCC3)CC2)c([N+](=O)[O-])c1 (stereo not drawn)	-4.4%	12.6%	0.9%	-5.2	7.4%	10.4	12.9%	?	-5.7%
Cc1nn(-c2ccccc2)c(Cl)c1C1C(C#N)=C(N)Oc2n[nH]c(C)c21 (stereo not drawn)	1.8%	8.5%	4.6%	-16.5	-19.2%	2.4	14.3%	?	0.1%
Cc1ccc(CN2CC(C(=O)NCCCSc3ccccc3)CC2=O)cc1 (stereo not drawn)	0.2%	7.4%	3.9%	15.5	-3.3%	1.5	-10.5%	?	0.9%
COCCCN1C(=O)C(O)=C(C(=O)c2ccco2)C1c1cccc(Br)c1 (stereo not drawn)	-2.6%	0.0%	14.2%	13.2	-23.4%	5.4	10.3%	11.3%	3.5%
CCN(CC)S(=O)(=O)c1cc(C(=O)Nc2cc(Cl)ccc2N2CCN(C)CC2)ccc1Cl	-1.2%	16.8%	14.9%	0.0	1.4%	-0.4	4.8%	12.6%	-3.7%
CC(C)(C)OC(=O)CNC(=O)c1nc[nH]c1C(=O)NCc1ccccc1	-4.8%	0.4%	12.6%	19.1	18.1%	6.4	4.6%	12.3%	-3.9%
Cn1cnnc1SC1CCCCC1NS(=O)(=O)c1ccc(Cl)cc1 (stereo not drawn)	?	4.5%	9.5%	8.8	-27.6%	11.2	5.2%	-13.1%	?
Cc1ccc(S(=O)(=O)CCC(=O)NNC(=O)CN(C)S(=O)(=O)c2ccc(C)cc2)cc1	24.7%	1.1%	-5.3%	-7.0	-1.6%	1.0	18.7%	-2.3%	?
CCc1cc2ccc(C)cc2nc1SCC(=O)N1CCN(C(=O)c2ccco2)CC1	?	-1.6%	-1.9%	?	-21.5%	-6.6	-13.2%	5.17µM*	?
Nn1c(COc2cccc(Br)c2)nnc1SCC(=O)NCC1CCCO1 (stereo not drawn)	·	-0.7%	-1.2%	-16.8	0.1%	-6.5	-1.6%	?	·
COc1ccc(CCN(Cc2nc3ccccc3c(=O)[nH]2)C(=O)c2ccco2)cc1OC	-1.0%	0.0%	-13.3%	8.9	-0.9%	-4.2	1.6%	-18.1%	-2.6%
O=C(CSc1nc(=O)n(Cc2cccnc2)c2c1CCC2)Nc1cccc(Cl)c1	·	·	·	·	-4.5%	4.3	0.0%	1.2%	·
CSc1nnc2c3cc(F)ccc3n(Cc3ccccc3)c2n1	0.3%	-3.2%	-1.9%	-1.5	6.1%	-12.3	-16.8%	?	-1.6%
Clc1ccc(/C=N/N2CCN(Cc3ccccc3)CC2)cc1	2.5%	0.8%	6.6%	-0.3	4.3%	-4.7	0.7%	5.0%	-7.6%
COC(=O)CN(n1cnnc1)S(=O)(=O)c1ccccc1Cl	0.0%	9.8%	8.4%	44.5	-10.4%	-1.7	-4.3%	16.8%	-3.8%
CC1(C(=O)Nc2ccc3c(c2)OCO3)CCN1C(=O)c1ccccc1 (stereo not drawn)	·	2.8%	8.3%	-17.7	0.6%	3.8	0.0%	-0.7%	·
CCCOc1ccccc1C(=O)Nc1ccc(S(=O)(=O)N2CCN(C)CC2)cc1	?	-8.7%	-18.7%	-16.0	0.4%	1.0	3.3%	-10.0%	?
Cc1ccc(C2CC(c3cccs3)=NN2C(=O)CSC2=NCCS2)cc1 (stereo not drawn)	18.6%	-2.4%	-16.1%	·	-5.1%	-5.9	?	?	?
Cc1cc(=O)n2nc(N3CCC(C(=O)Nc4ccc(Br)cc4F)CC3)sc2n1	·	·	·	·	2.7%	7.2	5.7%	6.4%	·
COc1ccc2[nH]c3c(NCCCOC(C)C)ncnc3c2c1	-10.7%	?	?	-66.5*	-2.2%	4.5	-26.4%	?	?

Outcome played no part in choosing rows; about 11% have a hit in one of these screens.
